TRHR enhancer: qHTS for Small Molecule Agonists and Allosteric Enhancers of Human TRH Receptor: Primary Screen for Enhancers; actives 0.66% (n = 360,000); Thyrotropin-releasing hormone receptor (Homo sapiens), P34981; enhancement, % at 2 µM; TRHR cells, fluo-8 calcium fluorescence, EC20 TRH enhancement; in the data active = enhancement above about 30%; also: 0% is about no effect
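Enhancer read-out: after compound pinning and an initial kinetic agonist-mode read, an EC20 of TRH (10 nM final) was injected and fluo-8 calcium signal (Ex 480/Em 530) followed at 1 s/cycle for 100 cycles in TRHR-expressing cells.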
D1 antagonist: Antagonist of Human D 1 Dopamine Receptor: qHTS; HEK293 TREx D1 cells, calcium flux, dopamine EC80; active compounds read low; activity change, negative = inhibition, % at 10 µM; actives 3.2% (n = 360,000); AID 504652, 2011; in the data active = activity change below about -30%; also: % is scaled to controls: 0 for no effect and ±100 for the full control effect
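Kinetic fluorescence of a calcium dye serves as the read-out. D1-expressing Hek293 Trex cells, induced overnight at 30 C, are exposed to compound for 180 s before an EC80 dopamine addition, then read 180 s further.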
D2 potentiator: HTS Assay for Positive Allosteric Modulators of the Human D2 Dopamine Receptor: Primary Screen for Potentiators; AID 485347, 2010; actives 0.34% (n = 340,000); potentiation, % at 10 µM; HEK293 T-REx D2, calcium flux, EC20 dopamine potentiation; D(2) dopamine receptor (Homo sapiens), P14416;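 active = potentiation over 3 SD above the plate norm, cut at about 30% in these data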; also: 0% is about no effect
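Primary screen. Calcium kinetics in induced HEK293 T-REx D2 cells: compound pre-addition 180 s, EC20 dopamine, 180 s more.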
D1 PAM: Potentiators of Human D1 Dopamine Receptor: qHTS; potentiation, % at 10 µM; actives 0.036% (n = 360,000); HEK293 TREx D1 cells, calcium flux, dopamine EC20 potentiation; in the data active = potentiation above about 30%; also: 0% is about no effect
D2 antag: HTS Assay for Allosteric Antagonists of the Human D2 Dopamine Receptor: Primary Screen for Antagonists. D(2) dopamine receptor (Homo sapiens), P14416. inhibition, % at 10 µM. HEK293 TREx D2 cells, calcium flux, dopamine EC80. actives 2% (n = 340,000); in the data active = inhibition above about 30%; also: 0% is about no effect
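Tetracycline-induced HEK293 TREx cells expressing D2 receptor forced-coupled to calcium signalling, loaded with no-wash calcium dye. Compounds added and calcium flux read 180 s, then dopamine added at EC80 and read a further 180 s.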
D1 ag: Allosteric Agonists of the Human D1 Dopamine Receptor: qHTS; activation, % at 2 µM; actives 1% (n = 360,000); D(1A) dopamine receptor (Homo sapiens), P21728; HEK293 T-REx D1 cells, calcium flux, agonist mode; also: 0% is about no effect
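Inducible HEK293 T-REx D1 cells, force-coupled to calcium signalling, were plated at 4000 cells/well with tetracycline and held overnight at 30 C. After no-wash calcium dye loading, compound-evoked calcium rise over 180 s flagged agonists.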
RXFP1 antagonist: qHTS Assay for Antagonists of the Relaxin Receptor RXFP1. Relaxin receptor 1 (Homo sapiens), Q9HBX9. HEK293-RXFP1, relaxin-stimulated cAMP HTRF, 30 min; active compounds read low. activity change, negative = inhibition, % at 57.5 µM. actives 0.59% (n = 350,000). AID 1259400, 2018;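 active = activity change of -60% or lower, but not beyond a set lower limit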; also: % is scaled to controls: 0 for no effect and ±100 for the full control effect
Target sequence (Q9HBX9 whole entry, looked up): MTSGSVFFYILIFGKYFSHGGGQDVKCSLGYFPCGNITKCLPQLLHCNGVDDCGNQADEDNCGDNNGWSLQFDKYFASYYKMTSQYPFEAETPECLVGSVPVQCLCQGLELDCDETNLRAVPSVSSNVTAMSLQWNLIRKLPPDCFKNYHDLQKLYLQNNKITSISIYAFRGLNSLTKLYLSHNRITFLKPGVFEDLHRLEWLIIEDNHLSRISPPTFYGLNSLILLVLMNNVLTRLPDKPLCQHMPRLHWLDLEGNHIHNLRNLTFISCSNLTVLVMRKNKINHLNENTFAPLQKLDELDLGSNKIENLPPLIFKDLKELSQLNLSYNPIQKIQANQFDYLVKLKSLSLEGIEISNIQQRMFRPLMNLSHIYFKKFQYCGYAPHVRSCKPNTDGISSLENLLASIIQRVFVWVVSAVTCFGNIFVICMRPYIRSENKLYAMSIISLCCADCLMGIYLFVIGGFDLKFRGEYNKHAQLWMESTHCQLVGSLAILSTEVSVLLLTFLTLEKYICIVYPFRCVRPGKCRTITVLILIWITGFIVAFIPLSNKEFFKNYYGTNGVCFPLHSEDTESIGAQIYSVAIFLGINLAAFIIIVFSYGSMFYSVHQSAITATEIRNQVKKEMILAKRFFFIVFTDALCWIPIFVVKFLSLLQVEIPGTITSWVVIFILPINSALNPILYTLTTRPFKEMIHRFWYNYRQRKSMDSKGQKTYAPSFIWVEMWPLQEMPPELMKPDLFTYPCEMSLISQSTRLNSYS
D2 ag: HTS Assay for Allosteric Agonists of the Human D2 Dopamine Receptor: Primary Screen for Agonists; HEK293 T-REx D2 cells, calcium flux agonist mode; actives 0.53% (n = 340,000); activation, % at 2 µM;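 active = activation over 3 SD above normal in the single-dose calcium agonist read, cut at about 30% in these data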; also: 0% is about no effect
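Tetracycline-induced HEK293 T-REx cells with force-coupled D2 receptor, plated overnight at 30 C, loaded with no-wash calcium dye. After a 10 s baseline, compound was pin-added and calcium flux read kinetically for 180 s; calcium rises flagged agonists.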
TRHR agonist: qHTS for Small Molecule Agonists and Allosteric Enhancers of Human TRH Receptor: Primary Screen for Agonists; Thyrotropin-releasing hormone receptor (Homo sapiens), P34981; TRHR cells, calcium flux fluo-8, FDSS agonist mode; activation, % at 2 µM; actives 0.18% (n = 360,000); AID 493084, 2011; also: 0% is about no effect
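Agonist-mode FDSS calcium read (Ex 480/Em 530, 1 s cycles) in 1536-well TRHR cells with fluo-8 dye, after 10-cycle baseline and 23 nL compound addition; TRH at EC20 (10 nM final) added afterwards for the enhancer phase.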
An asterisk follows results filed as active; x = no result given; & = joins results of further samples. Rule as the data show it, unless noted: active = activation above about 30%; inactive = the rest. Compounds were not picked by outcome. Share with any hit: about 7.3%.

Compound	TRHR enhancer	D1 antagonist	D2 potentiator	D1 PAM	D2 antag	D1 ag	RXFP1 antagonist	D2 ag	TRHR agonist
CSCCC(NC(=O)COc1ccccc1)C(=O)N1CCOCC1 (stereo unspecified)	2.2	5.3	-3.4	1.5	-7.7	1.7	9.0	0.0	-0.1
CC1=CSC2=NC(=O)/C(=C\c3cccn3-c3ccc([N+](=O)[O-])cc3)C(=N)N12	8.0	9.9	5.7	-3.0	-2.8	0.6	-16.5	-2.0	-0.8
Cc1ccc(CN(C)C(=O)CSc2nnc3n2CCCCC3)c(C)c1	9.8	4.5	20.1	2.1	4.5	1.4	6.4	-0.2	0.5
CC1(C)CC(N(Cc2ccccc2)C(=O)Cc2ccccc2)CCO1 (stereo unspecified)	10.7	2.5	7.2	0.0	-11.4	0.1	-1.2	1.2	0.5
O=C(CN1CCN(C(=O)c2ccco2)CC1)Nc1c2c(nc3c1CCC3)CCCC2	-3.5	6.8	-4.4	1.3	1.1	2.0	5.3	-0.1	0.2
COc1ccc2[nH]c(C(=O)N3CCN(Cc4ccccc4)CC3)cc2c1OC	-3.8	-7.1	-15.3	0.4	6.8	11.8	-7.4	19.2	-1.7
Cc1ccc(C(=O)N/C(=C\c2ccccc2)C(=O)OCc2ccccc2)cc1	-10.2	-29.4	11.8	-6.7	13.9	2.3	-0.9	-0.3	-0.1
O=C(COC(=O)c1ccccc1Nc1ccccc1F)c1ccccc1	-4.0	-11.2	-8.3	-11.8	-10.0	7.7	-14.6	0.5	1.4
COc1ccccc1Cc1nnnn1CC(=O)O	-1.6	9.9	1.9	0.5	8.9	1.0	9.3	0.5	0.0
CN(C)c1ccc(NC(=O)N2CCOCC2)cc1	7.8	2.9	8.1	-4.6	3.7	4.2	-68.6*	-0.1	0.7
O=C(NCc1ccc2c(c1)OCO2)c1cccnc1Cl	1.2	-1.8	0.0	-2.4	1.5	1.3	0.7	0.8	-1.1
Cc1nn2c(NCc3ccccn3)cc(C(C)(C)C)nc2c1-c1ccccc1	2.1	3.7	2.4	9.5	-9.5	1.9	-4.4	0.1	0.5
O=C(Cc1c(F)c(F)c(F)c(F)c1F)OC12CC3CC(C1)C(=O)C(C3)C2	20.3	-11.3	11.3	-11.6	-8.2	24.2	-10.6	1.1	-0.4
O=C(Nc1ccc(Cl)c(Cl)c1)Nc1cc(C(=O)NC2CC2)ccc1Cl	-2.4	-6.9	-24.9	-8.3	x	12.6	x	x	0.1
O=C(c1cccnc1)N1CCN(c2ccccc2Cl)CC1	14.3	2.1	12.1	-5.3	-4.3	2.5	x	-0.5	2.8
COc1cc(SC#N)ccc1N=Cc1c(C)[nH]n(-c2ccc(Cl)cc2)c1=O	-3.3	1.7	5.3	5.5	-25.1	1.1	-33.1	2.4	0.2
CC(=O)c1ccc(N2CCN(c3ccnc4cc(Cl)ccc34)CC2)cc1	5.5	-14.7	-10.3	-5.2	7.0	1.0	-10.2	0.3	-0.1
CC(=O)NC(C)C(=O)OCc1ccc(Cl)cc1Cl (stereo unspecified)	-8.5	-17.6	3.0	-9.2	0.7	0.8	-6.9	0.1	-0.2
CN(Cc1ccccc1)C(=O)c1[nH]cnc1C(=O)Nc1ccccc1	2.0	x	x	3.1	x	-0.5	x	x	-0.5
O=C(Cc1ccc(-n2c(=O)c3sccc3n(CC(=O)Nc3ccccc3)c2=O)cc1)NCc1ccco1	-6.3	-10.2	-1.1	-4.0	-19.8	14.3	5.8	-1.3	-1.4

Taken from above.
CSCCC(NC(=O)COc1ccccc1)C(=O)N1CCOCC1 (stereo unspecified) @ TRHR enhancer = 2.2
COc1ccccc1Cc1nnnn1CC(=O)O @ D1 antagonist = 9.9
Cc1nn2c(NCc3ccccn3)cc(C(C)(C)C)nc2c1-c1ccccc1 @ D1 ag = 1.9
CC1(C)CC(N(Cc2ccccc2)C(=O)Cc2ccccc2)CCO1 (stereo unspecified) @ D1 ag = 0.1

Continuation:
Compound	TRHR enhancer	D1 antagonist	D2 potentiator	D1 PAM	D2 antag	D1 ag	RXFP1 antagonist	D2 ag	TRHR agonist
CCCCCOC(=O)c1ccc(N2C(=O)C3C4C=CC(C4)C3C2=O)cc1 (stereo unspecified)	5.3	-13.6	x	0.4	x	19.5	2.0	x	-0.3
Cc1ccccc1OCC(=O)Nc1ccc(S(=O)(=O)Nc2ccccn2)cc1	9.1	20.7	x	-8.2	x	1.6	21.3	x	0.6
Cc1cc(C)n(C(=O)c2ccc(S(=O)(=O)N3CCCC3)cc2)n1	-0.4	-14.9	20.6	6.3	-1.5	0.4	-11.3	0.3	-0.1
N#CCCSCc1ccc(C(=O)O)o1	-3.2	-2.8	8.6	-0.5	-1.9	-2.7	25.6	0.1	0.3
COc1ccc(N(CC(=O)NCc2ccco2)C(=O)CCC(=O)Nc2nccs2)cc1	-0.4	-3.2	-19.1	-4.2	-4.9	-2.3	-16.0	-0.5	0.8
Nc1nonc1C(=O)NCCNc1ccc([N+](=O)[O-])cc1	4.9	-11.5	-3.1	-6.2	19.0	2.4	4.1	0.5	0.3
CN(CC(=O)Nc1ccc(F)c(F)c1F)C(=O)c1ccc2c(c1)S(=O)(=O)N=C1CCCCCN12	6.0	6.2	11.3	-2.9	-3.5	4.9	-28.4	0.1	0.4
CCNc1nc(NC(C)(C)C)nc(N2CCCC2)n1	1.2	30.4	-5.9	2.0	-13.8	1.5	-0.6	0.8	0.0
CN(C)/C=N/C(=S)Nc1ccccc1	-2.4	1.0	3.1	7.9	4.6	5.2	6.6	0.4	1.3
COc1cc(C(=O)OCC(=O)c2cc(C)n(C)c2C)cc(OC)c1OC	2.0	-2.0	1.6	-2.6	-15.1	2.5	-11.7	0.6	-0.1
CCCNC(=O)COC(=O)CCC(=O)c1cccs1	2.1	-4.1	13.8	-0.1	x	0.8	-10.2	x	-0.1
COc1ccc(CC(=O)OCC(=O)c2ccc(OC)cc2)cc1	-0.5	12.6	-0.8	-1.8	10.7	2.0	-0.6	1.1	-0.4
COc1cc2c(cc1OC)C(C(=O)NCc1cccnc1)C(c1cccnc1)N(C)C2=O (stereo unspecified)	-0.4	12.5	-10.7	-8.0	7.0	3.8	0.0	0.4	0.6
CCOC(=O)Cc1nc2ccccc2o1	-0.6	-10.5	3.0	-8.1	-5.4	3.0	x	-0.1	4.1
Cc1c(Cl)cccc1NC(=O)Nc1nnc(N2CCCCCC2)s1	-4.3	-8.4	1.9	-0.7	x	-1.2	-2.2	-0.3	-0.3
COc1cccc2c3c(c(C)nc12)CC(C)O3 (stereo unspecified)	-7.6	-6.8	1.5	-3.6	-12.4	1.8	7.8	0.6	-0.1
Cc1c(Cl)c(-c2n[nH]c(=S)n2-c2ccccc2)nn1C	-4.1	10.2	-9.7	4.8	22.1	1.4	1.8	1.5	0.3
COc1ccc(C(=O)NC2CCC(O)CC2)cc1S(=O)(=O)NCc1ccc(Cl)cc1 (stereo unspecified)	2.5	2.9	0.1	0.1	-27.2	3.3	5.8	0.4	0.8
COc1ccc(S(=O)(=O)Cc2ccc(C(=O)NC3CCCCCC3)o2)cc1	-2.8	-8.8	-8.8	-3.7	13.3	3.8	-101.8*	-0.4	-0.6
COc1ccc(-c2cc(-c3nc(-c4cc(OC)c(OC)c(OC)c4)no3)[nH]n2)c(OC)c1	0.0	27.0	-4.2	3.6	x	4.0	-11.2	-0.2	0.5

A section of the results above, as a working copy:
Compound	TRHR enhancer	D1 antagonist	D2 potentiator	D1 PAM	D2 antag	D1 ag	RXFP1 antagonist	D2 ag	TRHR agonist
CCCCCOC(=O)c1ccc(N2C(=O)C3C4C=CC(C4)C3C2=O)cc1 (stereo unspecified)	5.3	-13.6	x	0.4	x	19.5	2.0	x	-0.3
Cc1ccccc1OCC(=O)Nc1ccc(S(=O)(=O)Nc2ccccn2)cc1	9.1	20.7	x	-8.2	x	1.6	21.3	x	0.6

Next records follow:
Compound	TRHR enhancer	D1 antagonist	D2 potentiator	D1 PAM	D2 antag	D1 ag	RXFP1 antagonist	D2 ag	TRHR agonist
CCOc1ccc(NC(=O)C2CCCN(S(=O)(=O)c3ccc4c(c3)CC(C)N4C(C)=O)C2)cc1 (stereo unspecified)	7.4	-4.8	0.7	-0.1	-14.8	0.6	-19.5	0.3	-0.1
Brc1ccc(-c2noc(COc3ccc4c(c3)CCC4)n2)o1	-3.3	-2.2	-5.0	1.3	42.7*	9.5	x	0.5	1.1
COc1ccccc1C(=O)NC(=O)Cn1nc(C)c([N+](=O)[O-])c1C	-0.3	-12.9	-3.4	-4.6	x	2.5	-9.8	x	0.3
O=c1cc(O)c(-c2ccccc2)c(Cl)[nH]1	9.1	x	18.2	-3.0	-11.9	-2.6	1.1	-0.1	0.3
Brc1ccc(OCCCN2CCOCC2)cc1	0.6	-1.0	19.2	-3.5	-13.6	2.9	-7.3	1.1	0.3
Cn1c(CN2CCCCC2)nc2cc(NC(=O)c3ccccc3Cl)ccc21	-4.5&-4.1	4.1&6.9	-15.5&-10.1	-2.5&-2.0	3.9	2.0&-0.6	-0.7	3.5&16.2	0.7&1.3
CC(NC1CCN(Cc2ccccc2)CC1)c1ccc(F)cc1 (stereo unspecified)	2.7	0.0	-6.1	2.1	11.6	13.8	-3.3	15.1	1.5
Cc1c(OCc2ccc([N+](=O)[O-])cc2)ccc2c3c(c(=O)oc12)CCC3	-3.1	-21.4	-5.2	-6.8	-6.7	1.6	-5.7	0.4	-0.9
COC(=O)c1ccc(COC(=O)C(NC(=O)Cc2ccccc2)C(C)C)cc1 (stereo unspecified)	24.4	-32.4*	5.7	2.0	-15.6	5.9	2.0	13.5	-0.2
CCOC(=O)c1nc(C)c(C(C)=O)s1	-2.3	21.8	-1.6	1.9	x	2.2	x	x	0.3
CCOc1ccc(NC(=O)CC2C(=O)N(c3ccccc3)C(=O)N2Cc2ccccn2)cc1 (stereo unspecified)	-9.8	-0.4	5.6	0.3	-7.5	0.7	-1.3	-0.7	-0.2
CC(C)(C)OC(=O)NC(CNCc1ccccc1)Cc1ccccc1 (stereo unspecified)	-3.5	6.0	9.6	1.0	-4.3	-0.4	x	-0.6	0.1
COCCN1CCN(Cc2ccc(C(=O)NC(C)C)cc2)C(=O)C1=O	0.0	3.9	-0.9	-0.1	x	0.3	-0.6	-3.0	0.2
CC(C)(C)c1cc(NS(=O)(=O)c2cccs2)no1	4.7	8.3	2.9	1.8	-0.7	1.0	5.5	-0.1	0.3
COc1cc(/C=N\NC(=O)C(C)(C)O)ccc1OC/C=C/c1ccccc1	-5.2	11.7	14.8	-4.8	14.9	1.0	0.9	4.1	-0.1
